GLA spleen mod: inhibits or activates alpha-galactosidase in human spleen homogenate. P06280. human spleen homogenate, 4MU-alpha-Gal fluorescence, 40 min. Potency, µM (titrated, usually from 80 µM), for inactives: at the highest dose activity change, negative = inhibition, most hits filed as inhibitors. actives 0.008% (n = 240,000);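 also: 0% = enzyme with vehicle and -100% = no enzyme basal signal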
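Human spleen homogenate (1 ug) as enzyme source, 4-methylumbelliferyl-alpha-D-galactopyranoside 1 mM final, citrate/phosphate pH 5.0 with 0.01% Tween-20. Compounds 40 min at 37C, NaOH/glycine stop; fluorescence Ex 365/Em 440, Hill-fit AC50.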
GAA glycogen mod: GAA glycogen-cleavage inhibition or activation; P10253; recombinant GAA, glycogen substrate, Amplex Red glucose oxidase fluorescence; Potency, µM (top dose mostly 76.4 µM), inactives show top-dose activity change, negative = inhibition, actives largely listed as inhibitors; actives 0.38% (n = 300,000);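 also: 0% = full enzyme reaction and -100% = no-enzyme basal signal; the screen sought inhibitors and activators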
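Recombinant human alpha-glucosidase (4 nM final) hydrolysed bovine liver glycogen (30 ug) for 40 min at 37 C in pH 5.0 citrate/phosphate with 0.01% Tween-20. Released glucose detected by glucose oxidase/Amplex Red, Ex 573/Em 610 nm. Compounds up to 77 uM; AC50 from Hill fits.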
RGS12 GoLoco inh: blocks human Gai1 binding to RGS12 GoLoco peptide, red readout; Gai1:RGS12 GoLoco peptide FP, rhodamine, 10 min; AID 880; actives 0.44% (n = 230,000); Potency, µM (highest dose often 61.6 µM), for the others: at the top dose activity, negative = inhibition, most hits filed as inhibitors; active = well fitted inhibition curve with a large enough effect, not every such curve was filed as active; inactive = no such curve, though single readings can be large or run the other way; also: % is scaled to controls: 0 for no effect and ±100 for the full control effect; nearly all actives have a fitted effect of over 30% in size; many of its hits are not listed in these tables
Target sequence (P63096 whole entry, looked up): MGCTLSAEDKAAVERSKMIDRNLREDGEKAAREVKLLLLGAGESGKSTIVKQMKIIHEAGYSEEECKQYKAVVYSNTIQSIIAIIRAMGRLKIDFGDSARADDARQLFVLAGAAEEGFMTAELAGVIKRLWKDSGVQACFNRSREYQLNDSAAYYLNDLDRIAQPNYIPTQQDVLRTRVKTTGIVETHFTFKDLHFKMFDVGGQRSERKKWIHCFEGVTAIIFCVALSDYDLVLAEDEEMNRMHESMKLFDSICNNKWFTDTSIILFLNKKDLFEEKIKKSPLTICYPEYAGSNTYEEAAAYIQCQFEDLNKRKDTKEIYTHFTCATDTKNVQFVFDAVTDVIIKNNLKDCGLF
ALDH1A1 inh: inhibitors of human aldehyde dehydrogenase 1A1; P00352; actives 7.3% (n = 220,000); Potency, µM (series often up to 75.3 µM), for the others: at the highest dose activity, negative = inhibition, most hits filed as inhibitors; AID 1030; Purified ALDH1A1, NADH fluorescence, propionaldehyde substrate; active = well fitted inhibition curve with a large enough effect, not every such curve was filed as active; inconclusive = small, poorly fitted or top-dose-only effect, or another doubt; inactive = no such curve, though single readings can be large or run the other way;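 also: plate controls were no enzyme wells and a reference inhibitor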
Target sequence (P00352 whole entry, looked up): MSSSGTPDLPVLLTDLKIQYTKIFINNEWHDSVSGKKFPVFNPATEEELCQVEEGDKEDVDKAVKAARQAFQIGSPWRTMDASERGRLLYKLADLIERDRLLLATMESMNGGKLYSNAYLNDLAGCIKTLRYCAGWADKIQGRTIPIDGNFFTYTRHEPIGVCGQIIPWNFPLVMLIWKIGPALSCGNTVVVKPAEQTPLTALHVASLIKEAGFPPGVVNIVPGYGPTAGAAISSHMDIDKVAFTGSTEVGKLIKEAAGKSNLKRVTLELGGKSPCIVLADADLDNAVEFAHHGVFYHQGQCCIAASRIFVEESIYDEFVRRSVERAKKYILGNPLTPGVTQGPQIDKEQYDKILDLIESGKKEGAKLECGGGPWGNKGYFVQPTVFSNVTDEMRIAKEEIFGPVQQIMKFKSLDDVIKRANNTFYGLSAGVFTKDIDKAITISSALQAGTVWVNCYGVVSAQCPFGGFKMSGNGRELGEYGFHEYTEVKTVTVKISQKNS
GAA inhib: blocks human lysosomal alpha-glucosidase; P10253; purified human GAA, 4-MU-alpha-glucoside fluorescence; Potency, µM (series often up to 76.9 µM), for inactives: at the top dose activity change, negative = inhibition, hits mostly inhibitors; actives 0.005% (n = 200,000);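 also: plate controls were uninhibited enzyme wells for no effect and no-enzyme background for full effect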
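Human alpha-glucosidase, 4 nM, pre-mixed with test compounds before 400 uM 4-methylumbelliferyl substrate; 20 min room temperature at pH 5.0. Fluorescence read after pH 10 stop; AC50 values from Hill-equation fits.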
GAA spleen mod: inhibits or activates alpha-glucosidase in human spleen homogenate. actives 0.006% (n = 240,000). AID 2112. P10253. Potency, µM (doses to about 79.9 µM), for inactives: at the highest dose activity change, negative = inhibition, hits mostly inhibitors. human spleen homogenate, 4-MU-alpha-glucoside fluorescence;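 also: 0% = enzyme with vehicle and -100% = no enzyme basal signal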
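Human spleen homogenate (1 ug) with 4-methylumbelliferyl-alpha-D-glucopyranoside (1 mM final) in 50 mM citrate/phosphate pH 5.0, 0.01% Tween-20; 40 min at 37 C. Stopped at pH 10; 4-MU fluorescence Ex 365/Em 440 nm; AC50 by Hill fit.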
SMN2 splice up: SMN2 splice variant enhancement; Potency, µM (series often up to 46.1 µM), inactives show top-dose activity change, positive = activation, actives largely listed as activators; HEK293 SMN2-luciferase splicing reporter, luminescence, 30-36 h; actives 2.8% (n = 210,000); AID 1458; also: % of control where 0% means no effect; nearly all actives have a fitted effect of over 55% in size
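qHTS luciferase splicing reporter: luminescence rises when SMN2 exon 7 is included in transfected HEK293 cells. Compound exposure lasted 30-36 h at 37C, with 4.5 mM final sodium butyrate as control, followed by a ONE-Glo read.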
KDM4E inh: inhibitors of human JMJD2E histone demethylase; B2RXH2; JMJD2E catalytic domain, FDH-coupled NADH fluorescence (FDH is formaldehyde dehydrogenase); Potency, µM (highest dose often 57.1 µM), for the others: top-dose activity change, negative = inhibition, usual class: inhibitors; actives 1.6% (n = 230,000); AID 2147; active = well fitted inhibition curve with a large enough effect, not every such curve was filed as active; inconclusive = small, poorly fitted or top-dose-only effect, or another doubt; inactive = no such curve, though single readings can be large or run the other way;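 also: 0% = wells with enzyme and -100% = buffer wells without enzyme; nearly all actives have a fitted effect of over 50% in size; many of its hits are not listed in these tables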
* hit, by the source's call; ? = inconclusive; / = not tested or not shown; & = joins results of further samples; [ ] = dose if it differs, or a comment. Unless noted, calls follow the shape of the dose curve; as a rule, active = well fitted curve in the direction sought with a large enough effect; inconclusive = small, poorly fitted or top-dose-only effect, or another doubt; inactive = no such curve, though single readings can be large; an effect the other way counts as inactive or inconclusive. Potency is read from the fitted curve at half-maximal effect. A portion of the library; count on the stated rates, not on these rows.

SMILES	GLA spleen mod	GAA glycogen mod	RGS12 GoLoco inh	ALDH1A1 inh	GAA inhib	GAA spleen mod	SMN2 splice up	KDM4E inh
Cn1ccnc1Sc1ccc(/C=N/NC(=O)c2ccccc2[N+](=O)[O-])cc1[N+](=O)[O-]	0%	-2%	-6%	0%	-3%	-10%	4%	2%
CC(=O)OCC1=C(C(=O)O)N2C(=O)C(NC(=O)CSc3ccncc3)[C@@H]2SC1 (stereo partly specified)	-14%	/	2%	8%	/	-19%	-2%	-1%
Cc1nn(Cc2ccccc2Cl)c(C)c1C(=O)NC1=NCCS1	1%	-1%	6%	3%	0%	-13%	-9%	-2%
COc1ccccc1N(C)S(=O)(=O)c1ccc(Cl)c(C(=O)OCc2c(C)noc2C)c1	-17%	-16%	3%	-6%	-12%	-9%	-41%[inhibitor]	2%
CCOC(=O)N1CCN(C(=O)CN(c2cccc(C(F)(F)F)c2)S(=O)(=O)c2ccccc2)CC1	-3%	-6%	6%	-3%	-1%	-18%	4%	-8%
CC(C)Oc1ccc(OCCCN2CCCCCC2)cc1	6%	-1%	-5%	-14%	-5%	3%	-14%	-29%
CCC(=O)NCc1c(C)c(C)n(Cc2ccccc2)c1-n1cccc1	-6%	-2%	11%	1%	-1%	/	-8%	2%
O=C(C1CC1)N1CCN(C(c2ccccc2)c2ccccc2)CC1	3%	-7%	-4%	1.1µM*	-10%	-1%	3%	12%
CCSc1nc(O)cc(=O)[nH]1	6%	-18%	-7%	/	/	6%	/	5%
COc1cc2c(cc1OC)C(C)N(C(C)=O)CC2 (stereo unspecified)	-1%	-3%	-1%	2%	10%	-5%	0.63µM*	-4%
C[C@@]12CC(=O)NC1N(C(=O)c1ccccc1)C(c1ccccc1OC(=O)c1ccccc1)C2 (stereo partly specified)	4%	2%	-22%	-11%	-6%	-3%	8%	-3%
CC(C)Nc1nc2n(c(=O)n1)CCN2C(C)C	-3%	-1%	16%	19%	1%	-4%	-13%	1%

Part of the list above, showing only ALDH1A1 inh and GAA inhib:
structure	ALDH1A1 inh	GAA inhib
CCOC(=O)N1CCN(C(=O)CN(c2cccc(C(F)(F)F)c2)S(=O)(=O)c2ccccc2)CC1	-3%	-1%
CC(C)Oc1ccc(OCCCN2CCCCCC2)cc1	-14%	-5%
CCC(=O)NCc1c(C)c(C)n(Cc2ccccc2)c1-n1cccc1	1%	-1%
O=C(C1CC1)N1CCN(C(c2ccccc2)c2ccccc2)CC1	1.1µM*	-10%

Later entries:
SMILES	GLA spleen mod	GAA glycogen mod	RGS12 GoLoco inh	ALDH1A1 inh	GAA inhib	GAA spleen mod	SMN2 splice up	KDM4E inh
CCn1c(O)c(N=NC(=O)CNC(=O)/C=C/c2ccco2)c2ccccc21	-9%	1%	1%	?	-5%	-14%	-12%	3%
Cc1cc(Cl)c(S(=O)(=O)N2CCCC2)cc1OCC(N)=O	0%	5%	-2%	8%	-3%	-4%	/	1%
Cc1cc(NC(=O)COc2nnc(-c3ccccc3)c3ccccc23)no1	4%	2%	7%	0%	1%	-2%	9%	8%
O=C(O)c1ccc(N(c2ccccc2)c2ccccc2)cc1	6%	2%	-8%	?	?	3%	10%	?
Cc1nn(Cc2ccccc2)c(C)c1C(=O)NCCN1C(=O)S/C(=C\c2ccc(F)cc2)C1=O	3%	6%	-20%	-1%	0%	-1%	-3%	-3%
CCOC(=O)COc1ccc(Br)cc1C1NC(=O)NC(C)=C1C(=O)NCc1ccccc1 (stereo unspecified)	0%	-2%	-3%	0%	0%	-6%	9%	3%
C=CCN1c2ccccc2[C@]23C[C@@H](C(=O)OC)N(C(=O)c4ccc(Br)cc4)C2=NC(C(=O)OC)=C(C(=O)OC)[C@H]13	-15%[17.5 µM]	0%	1%[14.2 µM]	-1%[13.5 µM]	/	6%[17.4 µM]	7%[9.22 µM]	-6%[11.4 µM]
Nc1ncnc(Oc2cccc3cccnc23)c1[N+](=O)[O-]	-1%	26%	8%	3%	-6%	2%	-3%	-17%
Nc1nc(N)nc(-c2ccccc2O)n1	11%	3%	6%	-7%	4%	3%	?	-6%
Cc1cccc(/C=N/NC(=O)Cc2cccs2)c1	3%	-1%	10%	/	/	-2%	/	3%
OC(CN1CCNCC1)Cn1c2ccc(Br)cc2c2cc(Br)ccc21 (stereo unspecified)	7%	/	-6%	9%	/	2%	-6%	-10%
O=C1CCc2ccc(OCCCCN3CCN(c4cccc(Cl)c4Cl)CC3)cc2N1	-8%&7%	-17%	7%&11%	-9%	?	-12%&3%	/	-13%
CC(C)OC(=O)CN1CCN(S(=O)(=O)c2cc(Cl)ccc2Cl)CC1	3%	8%	10%	?	-7%	-11%	13%	3%
Cc1ccc(COCCN2CCN(S(=O)(=O)c3ccccc3)CCC2=O)cc1	4%	-1%	-6%	/	/	1%	/	8%
N#CC(C(=O)NC1CCCCC1)=C1CCCCC1	3%	9%	-1%	-6%	1%	1%	-29%	-17%
COC(=O)c1ccc(CSc2nnc3n(Cc4ccccc4OC)c(=O)c4ccccc4n23)o1	9%	-3%	4%	?	-2%	1%	-17%	-8%
O=C(O)CCCN=CC1=C(O)CNC1=O	-8%	5%	2%	12%	-6%	-3%	18%	7%
COc1cc2c(cc1C1NC(=S)NC(C)=C1C(N)=O)CCCC2 (stereo unspecified)	4%	-19%	11%	1%	11%	2%	?	-3%
CCOC(=O)c1c(C)c(C(=O)NCc2ccco2)c(C)n1Cc1ccccc1	7%	3%	6%	-14%	-2%	1%	4%	-6%
COc1ccc(C2CC(c3ccccc3)=NN2C(=O)COC(=O)C2CC2)cc1 (stereo unspecified)	-3%	2%	-13%	-7%	5%	-6%	-8%	?
O=C(/C=C/c1ccccc1)c1cccs1	-8%	/	6%	-13%	/	0%	/	-8%
CCN(CC)S(=O)(=O)c1cc(OC)c(Cl)cc1Cl	11%	-16%	13%	6%	-8%	-4%	1%	1%
C[C@@]1(C(NS(=O)(=O)c2cccc3cccnc23)c2ccc(-c3ccccc3)cc2)C[C@H]1C1CCCCC1 (stereo partly specified)	2%	/	-1%	-3%	/	6%	-6%	11%
CCCCOC(=O)Nc1ccc(C(=O)OCCC)cc1	-7%	-1%	6%	-3%	-5%	-6%	-11%	2%
COc1ccc(C(=O)N2CC3(C)CC2CC(C)(C)C3)cc1 (stereo unspecified)	0%	5%	-4%	?	-10%	-1%	-18%	5%
Nc1cc(=O)[nH]n1C1CCCCC1	-5%	-29%	5%	-2%	-3%	-1%	/	-8%
CCOC(=O)c1cc2cc3ccccc3cc2[nH]1	?	-4%	-18%	?	?	10%	3.2µM*	?
Cc1ccc(NC(=O)CSc2nnc(NC(=O)CN3CCOCC3)s2)cc1	?	-19%	-20%	?	7%	-19%	-19%	-3%
O=C1CC(O)(C(F)(F)F)Oc2c1ccc1ccccc21 (stereo unspecified)	-1%	0%	3%	?	-6%	0%	/	?
CCOc1ccc(Br)cc1S(=O)(=O)Nc1cccc(S(=O)(=O)NC2=NCCC2)c1	-10%	20%	11%	?	?	-11%	-8%	0%
Cc1noc(C)c1C(=O)N1CCC2(CC1)CCN(c1ncccn1)CC2	0%	/	-8%	?	/	6%	-26%	/
Cn1c(NCc2ccccc2O)nc2ccccc21	8%	10%	2%	?	-6%	5%	?	-10%
CCOC(=O)/C(C#N)=C\c1ccc(CC)s1	1%	10%	4%	?	-2%	-8%	-8%	4%
COc1ccc(N2C(=O)C(CC(=O)Nc3ccccc3)N(Cc3ccc4c(c3)OCO4)C2=O)cc1 (stereo unspecified)	1%	9%	-3%	-13%	-21%	-3%	-9%	0%
Cc1ccnc(NC(c2ccncc2)c2c(C)[nH]c3ccccc23)c1 (stereo unspecified)	4%	?	-15%	?	-14%	10%	2%	?
CCOc1ncccc1C(=O)Nc1ccc(-c2cn3ccsc3n2)cc1	1%	-1%	3%	1%	11%	0%	-32%[inhibitor]	?
O=C(CCCOc1ccccc1)n1nnc2ccccc21	5%	6%	4%	13%	5%	-1%	-16%	9%
C#CC(CC)(CC)NC(=O)c1c(C)noc1C	-12%	-2%	10%	-1%	-2%	-3%	-22%	0%
CCN1CCN(C(=O)CS(=O)(=O)Cc2nc(-c3ccc(C)cc3)oc2C)CC1	5%	-5%	3%	1%	0%	0%	-18%	-5%
CCCCn1nnnc1SCC(=O)Nc1ccc(N(C)C)cc1	-1%	5%	10µM*	25µM*	?	-5%	-5%	4%
COc1ccc(-n2cc(-c3ccccc3)c3c(N4CCN(CCO)CC4)ncnc32)cc1	-9%	2%	6%	?	-9%	12%	-19%	?
CCOc1ccccc1OCC(=O)NC1CCCCC1	9%	5%	-5%	7%	8%	4%	-18%	-6%
O=C(O)CCC[C@H](O)\C=C/C=C/C=C/[C@H](O)C/C=C\CCCCCO	1%	/	-2%	-14%	/	0%	16%	2%
CCOc1nc(-c2ccccc2)ccc1-c1noc(-c2ccco2)n1	4%	-4%	23%	11%	?	-3%	-7%	?
COc1cc(C2C(Oc3ccccc3C)C(=O)N2Cc2ccc(F)cc2)cc(OC)c1OC (stereo unspecified)	1%	-8%	9%	-4%	-14%	-7%	-10%	1%
C=CCSc1n[nH]c(-c2ccc(OCCC)cc2)n1	-10%	-20%	4%	-4%	-1%	-6%	11µM*	-8%
COc1cc(CCC(=O)OCn2nnc3ccccc3c2=O)cc(OC)c1OC	-8%	-5%	-10%	3%	-9%	11%	0%	-2%
NC(=O)COC(=O)c1ccc(NS(=O)(=O)c2ccc3c(c2)OCCO3)cc1	0%	3%	-16%	/	/	-13%	/	2%
CC(C)CN(C(=O)CN1CCc2ccccc21)c1c(N)n(CC(C)C)c(=O)[nH]c1=O	6%	-11%	6%	-2%	0%	8%	9%	-6%
O=C(N/N=C/c1c(F)c(F)c(F)c(F)c1F)c1cccc(S(=O)(=O)N2CCOCC2)c1	-6%	8%	-5%	?	-11%	-1%	17%	-1%
